Tb MetRS inh – blocks T. brucei methionyl-tRNA synthetase activity | purified T. brucei MetRS, ATP depletion, Kinase-Glo luminescence | inhibition, % at 11.9 µM | hit rate 0.4% among 360,000;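 active = inhibition above a per-plate cutoff of the control wells' mean inhibition plus 3 SD, cut at about 5.5% in these data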;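 note: 0% = DMSO wells median and 100% = median of wells with control inhibitor compound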
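Measured by: Kinase-Glo luciferase luminescence reporting remaining unconsumed ATP. Material: purified T. brucei MetRS enzyme. Doses: 11.9 µM compound single dose, 0.9% DMSO. Medium: HEPES buffer containing pyrophosphatase, BSA, spermine, DTT. Times: 15 min preincubation, 2 h reaction, all 25 °C. Reagent: methionine, ATP and bulk E. coli tRNA.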
MsrA inhibitor – inhibitors of bovine MsrA | inhibition, % at 15.5 µM | hit rate 0.75% among 360,000 | purified bovine MsrA, absorbance read-out | AID 651718; in the data active = inhibition above about 4.5%;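 note: 0% = vehicle wells with enzyme and 100% = reference inhibitor wells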
Rpn11 inh – blocks the human proteasome subunit Rpn11; human 26S proteasome, Ub4-pepOG fluorescence polarization; 20S core pre-blocked with epoxomicin; calls only at 20 µM; hit rate 0.59% among 360,000; AID 588493;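 active = inhibition at 20 µM, scaled to each plate's controls, above about 33%, limit read from the data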
Target sequence (O00487 whole entry, looked up): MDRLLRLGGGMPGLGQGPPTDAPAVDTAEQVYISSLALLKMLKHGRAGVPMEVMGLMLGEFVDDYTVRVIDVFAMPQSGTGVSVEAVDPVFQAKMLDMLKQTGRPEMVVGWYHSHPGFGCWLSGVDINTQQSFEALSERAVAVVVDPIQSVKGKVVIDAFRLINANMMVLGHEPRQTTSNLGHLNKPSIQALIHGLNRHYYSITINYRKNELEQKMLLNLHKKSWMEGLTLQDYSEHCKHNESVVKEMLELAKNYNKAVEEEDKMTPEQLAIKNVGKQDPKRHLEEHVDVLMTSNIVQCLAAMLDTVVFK
LMPTP inh – LMPTP (human) inhibition; P24666; AID 651560; inhibition, % at 20 µM; hit rate 0.22% among 360,000; recombinant LMPTP-A, OMFP fluorogenic substrate, fluorescence intensity;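 active = compounds that cut the enzyme signal by at least half of the control window in the single-dose screen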;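 note: plate controls were DMSO wells with enzyme plus substrate for no effect and substrate without enzyme for full effect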
Target sequence (P24666 whole entry, looked up): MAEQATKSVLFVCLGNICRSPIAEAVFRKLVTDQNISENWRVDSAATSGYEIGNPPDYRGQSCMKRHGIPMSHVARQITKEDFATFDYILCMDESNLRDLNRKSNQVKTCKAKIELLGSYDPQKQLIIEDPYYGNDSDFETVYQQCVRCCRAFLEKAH
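Test system – LMPTP-A enzyme · Amount – LMPTP-A at 0.625 nM final in the reaction · Buffer or medium – Bis-Tris pH 6.0, DTT, detergent · Reagent – OMFP 400 µM · Doses – single 20 µM dose · Schedule – reaction 50 min, room temperature, dark · Detection – fluorescence intensity of OMFP turnover product · Evaluation – percent inhibition versus substrate-only and uninhibited controls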
STEP inh – blocks human striatal-enriched tyrosine phosphatase; P54829; hit rate 0.25% among 360,000; recombinant STEP, OMFP fluorogenic substrate, fluorescence; inhibition, % at 20 µM;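 active = inhibition at 20 µM, scaled per plate between control wells, above about 37%, limit read from the data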;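 note: 0% = DMSO with enzyme and substrate and 100% = substrate only without enzyme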
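Material: STEP (striatal-enriched tyrosine phosphatase) enzyme, cell-free; Compound dosing: 20 µM single dose in 1% DMSO; Technique: fluorescence read at 480 nm ex / 540 nm em; Times: reaction 20 min, ambient temperature; Medium: 50 mM Bis-Tris pH 6.0 with 2.5 mM DTT and 0.005% Tween 20; Also added: OMFP at 25 µM.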
Scp1 inh – inhibitors of human Scp-1 phosphatase; hit rate 0.88% among 340,000; inhibition, % at 20 µM; Q9GZU7; Recombinant Scp1, phosphopeptide, malachite green phosphate absorbance; AID 493091;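 active = inhibition above about 50% at 20 µM, limit read from the data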;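 note: plate controls were DMSO wells with enzyme for no effect and wells lacking enzyme for full effect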
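Assay system: SCP-1 catalytic fragment, aa 76-261 | Buffer or medium: Tris acetate buffer pH 5.5 with MgCl2 and Tween-20 | Compound: One concentration, 20 µM, with 1.0% DMSO | Also added: Phospho 17-mer peptide substrate | Signal: Absorbance at 630 nm | Incubation: 45 min enzyme reaction at room temperature | Measure: % inhibition of SCP-1 phosphate liberation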
DNMT1 inh – blocks human DNA methyltransferase DNMT1 | P26358 | DNMT1 molecular beacon, Hinp1I cleavage, fluorescence | inhibition (reported as % activation of signal), % at 10 µM | hit rate 0.83% among 360,000 | AID 588458; in the data active = inhibition above about 50%
CSN inh – inhibitors of human CSN-mediated cullin deneddylation. AID 651999. hit rate 0.38% among 360,000. Q92905. inhibition, % at 12.5 µM. Purified CSN, SCF-Nedd8-OG deneddylation, fluorescence polarization;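 active = pattern-corrected inhibition above about 35%, with an unprinted fluorescence ratio check between 0.5 and 1.5, limit read from the data, passing the limit was not always enough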;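 note: 0% = enzyme with substrate and 100% = substrate without enzyme; some results filed as inactive read as strong as hits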
Target sequence (Q92905 whole entry, looked up, one chain of several): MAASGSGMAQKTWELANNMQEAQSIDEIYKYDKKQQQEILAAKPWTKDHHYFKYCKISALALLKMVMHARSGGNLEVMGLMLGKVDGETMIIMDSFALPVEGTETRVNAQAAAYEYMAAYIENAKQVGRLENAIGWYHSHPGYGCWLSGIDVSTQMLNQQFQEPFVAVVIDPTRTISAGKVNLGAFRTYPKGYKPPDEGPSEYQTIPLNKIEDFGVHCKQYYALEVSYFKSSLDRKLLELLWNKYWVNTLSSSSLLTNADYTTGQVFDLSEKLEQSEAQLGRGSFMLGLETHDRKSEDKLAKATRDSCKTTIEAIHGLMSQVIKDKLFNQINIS
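Test system: Human Csn5 produced in HEK293T cells | Compound: 12.5 µM single point | Times: 90 min, room temperature | Signal: Fluorescence polarization readout | Read-out basis: % inhibition of substrate cleavage by Csn5 | Controls: no-enzyme wells high, enzyme-with-substrate wells low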
SUMO1 PPI mod – alters human SUMO1 binding to SIM partners; P63165; SUMO1 binding to a labelled peptide, TR-FRET, 1 h; inhibition, % at 20 µM; hit rate 0.33% among 360,000; in the data active = inhibition above about 37%
Target sequence (P63165 whole entry, looked up): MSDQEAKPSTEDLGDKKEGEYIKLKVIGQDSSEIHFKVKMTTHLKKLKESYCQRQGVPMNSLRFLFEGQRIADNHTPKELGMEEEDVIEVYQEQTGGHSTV
NadD inh – inhibitors of Staphylococcus aureus NadD. purified NadD enzyme, colorimetric absorbance read-out. inhibition, % at 20 µM. hit rate 0.78% among 360,000. AID 602399; in the data active = inhibition above about 26%; note: some compounds past the cut are filed as inactive
Active calls of the source: *; i = inactive; nt = not tested or not shown.

Tb MetRS inh,MsrA inhibitor,Rpn11 inh,LMPTP inh,STEP inh,Scp1 inh,DNMT1 inh,CSN inh,SUMO1 PPI mod,NadD inh,mol
-1.1,-0.3,i,-0.4,1,-4,-1,7,-3,-6,O=C1C2CCCN2C(c2ccc(F)c(F)c2)N1c1cccc(Cl)c1 (centres undefined)
0.2,0.5,i,-0.6,-4,0,4,-2,3,-7,CC(C)C(NC(=O)OCc1ccccc1)C(=O)NCc1ccc(C(=O)O)cc1 (centres undefined)
-0.8,0.6,i,0.6,4,-4,5,-1,0,19,O=[N+]([O-])c1cccc(/C=N\N2CCN(c3ccc(Cl)cc3)CC2)c1
-0.6,-0.5,i,0.4,-3,-7,1,1,6,-3,CNC(=O)CC1C(=O)N(c2ccc(Cl)cc2)C(=S)N1NC(=O)c1cccc(F)c1 (centres undefined)
0.8,0.5,i,-2.2,-1,3,2,7,8,1,CC(C)c1ccc(N(CC(=O)N2CCN(Cc3ccccc3)CC2)S(C)(=O)=O)cc1
-0.4,1.7,nt,-0.5,nt,nt,nt,-3,4,15,O=C1NC[C@H](CCCCN2CCN(CC3CCCCC3)C(=O)C2=O)N(CCC2CCCCC2)C1=O
-0.8,2.6,i,0.0,-1,-4,0,3,-22,-4,CN(CCO)c1ccc(/C=N/Nc2nncc3ccccc23)cc1
0.1,0.8,nt,-0.3,nt,nt,nt,-5,0,nt,CCCCNC(=O)C(NC(=O)c1ccc(-c2ccccc2)cc1)C(=O)c1ccccc1 (centres undefined)
-0.4,0.1,i,0.7,-1,-3,3,3,-19,-3,Cc1ccc(CNC(=O)c2cc(=O)c3ccccc3o2)cc1
-0.1,1.2,i,-0.8,2,8,1,0,1,-7,CC(C)(C)CC(=O)N1CCN(Cc2ccc3c(c2)OCO3)CC1
-0.4,-2.0,i,0.1,1,1,-1,0,0,2,CCOc1ccccc1C(=O)N(Cc1ccco1)C1CCS(=O)(=O)C1 (centres undefined)
-2.0,-0.9,i,-0.8,-1,5,2,0,1,-1,CC1(C)CC2CC(C)(CN2CC(O)c2ccccc2)C1 (centres undefined)
-0.5,0.3,i,-0.1,-2,-5,0,-1,-4,1,Cc1cccc(N2CC(C(=O)Nc3ccc(S(=O)(=O)NCC4CCCO4)cc3)CC2=O)c1C (centres undefined)
-0.9,0.1,i,1.3,6,-7,-2,4,0,-10,Fc1ccc(Sc2cc(Cl)c(-c3ccccc3)nn2)cc1
-0.7,1.2,i,0.8,0,-5,4,-1,-6,-3,O=C(NCCOc1ccccc1Cl)c1ccc2c(c1)S(=O)(=O)c1cc(Cl)ccc1C2=O
9.4*,1.9,i,0.5,-1,-14,-1,-2,-35,-1,O=C1[C@@H]2Cc3c([nH]c4ccccc34)C(c3ccc([N+](=O)[O-])cc3)N2C(=O)CN1C1CC1 (some centres undefined)
-0.6,-0.1,nt,-0.1,nt,nt,nt,0,7,1,COc1ccc(Cn2cc(CN3CC(N4CC=CC4)CS3(=O)=O)nn2)cc1 (centres undefined)
0.0,2.2,i,-0.3,0,2,1,6,-19,-2,CN1CCCN(c2ccc([N+](=O)[O-])cc2)CC1
0.3,0.0,i,0.7,0,-7,0,-2,-1,5,O=C(c1ccc(F)cc1F)N1CCN(c2n[nH]c(=O)[nH]c2=O)CC1
-0.5,0.1,i,-4.5,-2,-3,-16,10,6,-1,CN(C)C(CNC(=O)c1cccc(S(=O)(=O)Nc2ccc(Br)cc2)c1)c1ccco1 (centres undefined)
0.0,-0.3,i,0.2,0,-6,6,-5,2,-1,CCOC(=O)N1CCN(c2c(N3CCN(c4cc(C)ccc4C)CC3)c(=O)c2=O)CC1
-0.3,1.8,i,1.9,-1,-9,2,0,-7,3,CCOC(=O)[C@H]1[C@H]2COc3ccc(OC)cc3[C@@H]2N2C(=O)c3ccc(Cl)cc3NC(=O)[C@@]12C
-0.6,0.0,i,-1.6,-8,-1,2,-6,-1,-5,COCCNC(=O)NC(=O)CN1CCCc2ccccc21
0.4,-0.5,i,0.3,-1,2,0,2,-15,-5,COc1ccc(-n2nc(C(=O)NCC(=O)NCc3ccc(F)cc3)c3ccccc3c2=O)cc1
-0.5,-1.6,i,-1.4,0,-8,-3,0,6,-3,CC(NC(=O)CCl)c1ccccc1Br (centres undefined)
-0.6,-0.7,i,1.2,-1,-4,0,0,11,-1,O=C(Nc1nccs1)C1CCCN(S(=O)(=O)c2cccc3cccnc23)C1 (centres undefined)
0.2,1.0,i,0.2,-2,6,1,0,-2,2,CC(C)OC(=O)CCC(=O)Nc1ccc(F)cc1
-0.6,1.3,i,0.6,-3,-2,4,-5,-7,-11,CCOC(=O)c1cccc(NC(=O)/C=C/c2ccc3c(c2)OCO3)c1
-0.2,-0.3,i,-0.3,3,-8,-1,-4,6,-8,COc1ccc(CCNC(=O)C2Cc3ccccc3C(=O)O2)cc1 (centres undefined)
-0.5,1.4,i,-2.5,0,-1,4,-6,-5,4,Cc1c(C(=O)NCc2ccc(S(N)(=O)=O)cc2)oc2ccc(Cl)cc12
28*,-0.1,i,1.2,-1,-3,-30,7,-5,10,C#Cc1ccc([C@@H]2C=C(C(=O)NCc3nc4ccccc4[nH]3)O[C@H](OCC)[C@H]2CCCO)cc1
-0.4,0.2,i,-1.0,-2,-11,-2,3,0,3,COc1ccc(C2C(C(=O)Nc3cc(C)on3)c3ccccc3C(=O)N2C)cc1 (centres undefined)
-0.3,0.8,i,0.0,0,-1,0,5,3,-11,CCOC(=O)c1ncccc1NC(=O)CC(=O)Nc1cccnc1C(=O)OCC
-0.3,-0.7,i,-2.0,-4,-13,-10,3,-3,-3,C=C(C)CN(CC)CCC(=O)Nc1ccc(OC)cc1OC
-0.5,-0.1,i,-0.2,-3,1,-5,-2,0,-1,CCN(C1CCCCC1)S(=O)(=O)c1ccc(S(=O)(=O)NCc2ccncc2)cc1
-1.0,1.5,i,-0.2,0,-5,4,2,-2,0,Cc1cc(C)c2oc(C(=O)N(Cc3ccccc3)C3CCS(=O)(=O)C3)cc(=O)c2c1 (centres undefined)
-0.7,-0.4,i,-0.2,-4,-11,1,3,-16,-6,CCOC(=O)c1sc2cccc(F)c2c1N
-0.3,nt,i,6.6,1,6,-5,0,8,2,Nc1ccc(-c2cnc(N)c(C(=O)c3cccnc3)n2)cn1
-0.8,-0.3,i,0.1,1,-1,-2,2,3,5,COc1ccc(NC(=O)CCNS(=O)(=O)c2ccc3c(c2)c(=O)n(C)c(=O)n3C)cc1OC
-0.8,1.7,i,-1.1,-2,-5,-10,2,-1,7,COc1ccc(-n2nc3c(c2NC(=O)CCl)CSC3)cc1
0.8,1.3,i,0.0,0,-1,5,1,0,-4,COc1cc(Br)c(CCNC(=O)c2ccco2)cc1OC
-1.3,0.3,i,0.2,0,1,-1,-1,-7,-2,COc1cc(-c2nnc(-c3ccc(N4CCOCC4)cc3)o2)cc(OC)c1OC
-0.2,3.0,i,-4.1,-1,6,-1,1,0,4,OCCN1CCN(CC#CCn2c3ccccc3c3ccccc32)CC1
0.2,0.1,i,5.1,2,-11,-7,-3,4,3,O=C(c1ccc(COc2ccccc2Cl)o1)N1CCN(c2ccccc2)CC1
0.1,nt,i,-0.8,2,-3,-24,-12,55*,3,COc1ccc2c(c1O)Cc1ccccc1C2=O

A run of entries from further up, for reference:
Tb MetRS inh,MsrA inhibitor,Rpn11 inh,LMPTP inh,STEP inh,Scp1 inh,DNMT1 inh,CSN inh,SUMO1 PPI mod,NadD inh,mol
-1.0,1.5,i,-0.2,0,-5,4,2,-2,0,Cc1cc(C)c2oc(C(=O)N(Cc3ccccc3)C3CCS(=O)(=O)C3)cc(=O)c2c1 (centres undefined)
-0.7,-0.4,i,-0.2,-4,-11,1,3,-16,-6,CCOC(=O)c1sc2cccc(F)c2c1N
-0.3,nt,i,6.6,1,6,-5,0,8,2,Nc1ccc(-c2cnc(N)c(C(=O)c3cccnc3)n2)cn1
-0.8,-0.3,i,0.1,1,-1,-2,2,3,5,COc1ccc(NC(=O)CCNS(=O)(=O)c2ccc3c(c2)c(=O)n(C)c(=O)n3C)cc1OC
-0.8,1.7,i,-1.1,-2,-5,-10,2,-1,7,COc1ccc(-n2nc3c(c2NC(=O)CCl)CSC3)cc1
0.8,1.3,i,0.0,0,-1,5,1,0,-4,COc1cc(Br)c(CCNC(=O)c2ccco2)cc1OC
-1.3,0.3,i,0.2,0,1,-1,-1,-7,-2,COc1cc(-c2nnc(-c3ccc(N4CCOCC4)cc3)o2)cc(OC)c1OC

Screening results as filed in PubChem BioAssay.

Outcome played no part in choosing rows. About 3.9% of those tested had a hit in this group.
